Source: PubChem BioAssay (National Center for Advancing Translational Sciences (NCATS))
RXFP1 ag: activates the human relaxin receptor RXFP1 | Q9HBX9 | HEK293T-RXFP1 cAMP TR-FRET, 30 min; response scale: percent of porcine relaxin response, buffer zero | Potency, µM (top dose mostly 57.5 µM), without a hit: top-dose activation, actives largely listed as activators | hit rate 0.3% among 370,000 | AID 2676; active = well fitted activation curve with a large enough effect; inconclusive = small, poorly fitted or top-dose-only effect; also: potency is read from the fitted curve at half-maximal effect; % is scaled to controls: 0 for no effect and ±100 for the full control effect; nearly all actives have a fitted effect of over 60% in size; many of its hits are not listed in these tables
Target sequence (Q9HBX9 whole entry, looked up): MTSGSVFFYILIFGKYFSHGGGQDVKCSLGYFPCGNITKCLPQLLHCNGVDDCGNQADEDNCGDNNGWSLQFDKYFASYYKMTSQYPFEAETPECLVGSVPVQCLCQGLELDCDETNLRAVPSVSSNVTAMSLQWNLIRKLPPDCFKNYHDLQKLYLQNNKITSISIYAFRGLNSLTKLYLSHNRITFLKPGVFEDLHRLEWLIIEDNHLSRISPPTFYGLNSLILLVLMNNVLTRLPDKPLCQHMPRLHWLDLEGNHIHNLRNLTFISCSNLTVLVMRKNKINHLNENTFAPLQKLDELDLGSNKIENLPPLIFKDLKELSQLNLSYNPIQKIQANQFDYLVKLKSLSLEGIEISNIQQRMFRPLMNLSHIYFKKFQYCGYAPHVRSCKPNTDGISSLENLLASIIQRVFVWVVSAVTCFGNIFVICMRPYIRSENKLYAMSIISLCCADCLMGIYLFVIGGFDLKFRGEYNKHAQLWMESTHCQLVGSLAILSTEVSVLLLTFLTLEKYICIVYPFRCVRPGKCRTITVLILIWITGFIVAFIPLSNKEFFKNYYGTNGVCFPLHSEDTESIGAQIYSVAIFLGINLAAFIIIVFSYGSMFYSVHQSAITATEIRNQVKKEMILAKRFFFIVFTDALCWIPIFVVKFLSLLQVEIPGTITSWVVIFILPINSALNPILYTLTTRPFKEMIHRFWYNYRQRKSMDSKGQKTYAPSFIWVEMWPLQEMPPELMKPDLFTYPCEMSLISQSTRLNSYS
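cAMP rise read by TR-FRET after 30 min, 37C compound exposure (up to 58 uM) in RXFP1-transfected HEK293 cells with Ro 20174 present. EC50 from Hill-equation fits, with 29 nM porcine relaxin as 100% and buffer as basal.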
D1 PAM: potentiators of human D1 dopamine receptor; potentiation, % at 10 µM; hit rate 0.036% among 360,000; HEK293 TREx D1 cells, calcium flux, dopamine EC20 potentiation; AID 504651; P21728; in the data active = potentiation above about 30%; also: 0% is about no effect
D2 antagonist: D2 dopamine receptor (human) antagonism; P14416; HEK293 TREx D2 cells, calcium flux, dopamine EC80; inhibition, % at 10 µM; hit rate 2% among 340,000; in the data active = inhibition above about 30%; also: 0% is about no effect
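Cells plated overnight at 30 C with tetracycline; no-wash calcium dye, 30–90 min RT; 10 s baseline; compound pinned; 180 s read; EC80 dopamine added; another 180 s read.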
TRHR PAM: allosteric enhancers of human TRH receptor | P34981 | TRHR cells, fluo-8 calcium fluorescence, EC20 TRH enhancement | enhancement, % at 2 µM | hit rate 0.66% among 360,000 | AID 493056; in the data active = enhancement above about 30%; also: 0% is about no effect
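TRHR-expressing cells loaded with fluo-8 calcium dye were read kinetically (ex 480/em 530) during compound addition, then stimulated with an EC20 of TRH (10 nM final). Enhancement of the Gq-mediated intracellular calcium response was scored.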
D2 potentiator: D2 dopamine receptor (human) potentiation; potentiation, % at 10 µM; HEK293 T-REx D2, calcium flux, EC20 dopamine potentiation; hit rate 0.34% among 340,000; P14416;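 active = potentiation over 3 SD above the plate norm, cut at about 30% in these data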; also: 0% is about no effect
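Tetracycline-induced HEK293 T-REx cells force-coupled to calcium signalling expressed D2; compounds were pin-added after a 10 s baseline, read kinetically 180 s, then an EC20 dopamine challenge followed with a further 180 s calcium read.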
D2 agonist: activates the human D2 dopamine receptor; HEK293 T-REx D2 cells, calcium flux agonist mode; activation, % at 2 µM; hit rate 0.53% among 340,000; AID 485358;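 active = activation over 3 SD above normal in the single-dose calcium agonist read, cut at about 30% in these data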; also: 0% is about no effect
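Tetracycline-induced HEK293 Trex cells with D2 receptor force-coupled to calcium signaling, plated overnight at 30 C and loaded with no-wash calcium dye. Calcium flux read kinetically for 180 s after compound addition; responses flag agonists.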
D1 ag: human D1 receptor agonism; AID 504660; activation, % at 2 µM; hit rate 1% among 360,000; P21728; HEK293 T-REx D1 cells, calcium flux, agonist mode; in the data active = activation above about 30%; also: 0% is about no effect
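Tetracycline-induced HEK293 TREx D1 cells, force-coupled to calcium signalling, were dye-loaded with a no-wash calcium kit. Compound was pin-added after a 10 s baseline. Fluorescence was read kinetically at 1 cycle/s for 180 s, with calcium rises flagged as agonism.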
RXFP1 antag: RXFP1 (human) relaxin receptor antagonism | Q9HBX9 | HEK293-RXFP1, relaxin-stimulated cAMP HTRF, 30 min; hits give low values | activity change, negative = inhibition, % at 57.5 µM | hit rate 0.59% among 350,000;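 active = activity change of -60% or lower, but not beyond a set lower limit; inconclusive = change between -60% and -40%, or beyond the set limit; inactive = change above -40%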; also: % is scaled to controls: 0 for no effect and ±100 for the full control effect
D1 antagonist: blocks dopamine activation of the human D1 receptor; activity change, negative = inhibition, % at 10 µM; AID 504652; hit rate 3.2% among 360,000; HEK293 TREx D1 cells, calcium flux, dopamine EC80; hits give low values; in the data active = activity change below about -30%; also: % is scaled to controls: 0 for no effect and ±100 for the full control effect
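Tetracycline-induced HEK293 T-REx cells with force-coupled D1 receptor were loaded with a no-wash calcium dye. Compound was added after a 10 s baseline and read kinetically for 180 s; EC80 dopamine was then added and calcium flux followed another 180 s.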
* hit, by the source's call; u = inconclusive; x = not tested or not shown; & = joins results of further samples. Some of the compounds tested. The share of hits here may be higher or lower than overall.

SMILES	RXFP1 ag	D1 PAM	D2 antagonist	TRHR PAM	D2 potentiator	D2 agonist	D1 ag	RXFP1 antag	D1 antagonist
COc1cccc(CNC(=O)Cn2ncn3c(cc4ccccc43)c2=O)c1	4.7%	-3	x	4	x	x	-2	-5	3
Cc1cc(NC(=O)CSc2nnc(CNc3cccc(C(F)(F)F)c3)n2Cc2ccco2)no1	7.1%	1	-4	0	-4	-0.2	11	-10	14
Cc1ccc(C(=O)NCC(c2cccs2)N(C)C)cc1S(=O)(=O)N1CCOCC1 (configuration not stated)	0.3%	-6	x	-3	x	x	2	7	-2
Cc1cccc(NC(=S)N/N=C/C(C)c2ccccc2)c1C (configuration not stated)	0.7%	-1	0	-6	9	-0.5	0	-10	x
COc1ccc(NC(=O)C(c2ccccc2)N(C)C(=O)c2ccc(=O)[nH]c2)cc1 (configuration not stated)	-1.0%	-2	5	1	-3	0.6	1	8	2
COc1cc(C(=O)NCc2nnc(SCC(=O)NC3CCCC3)o2)cc(OC)c1OC	-2.2%	-1	-3	7	9	0.1	4	-18	12
CCCCN(C(=O)c1c(C)[nH]c(C(=O)OCC)c1C)c1ccccc1	-3.3%	-9	-14	0	1	-1.8	20	2	-14
COC(=O)CN(c1ccc(F)cc1)S(=O)(=O)c1ccccc1	-1.4%	-6	47*	1	x	4.0	0	-3	-21
O=C(Nc1ccc2oc(-c3ccc(Cl)cc3)nc2c1)c1ccc2ccccc2c1	u	-2	x	6	-3	0.6	-1	0	-14
CCN1CCCC1CNC(=O)CCNC(=O)c1cc(OC)c(OC)c(OC)c1 (configuration not stated)	-3.8%	5	-2	9	20	0.3	2	-8	0
CCCOC(=O)C1=C(C)N(C)C(=O)NC1c1cc2c(cc1Br)OCO2 (configuration not stated)	3.9%	-1	19	-5	0	-2.8	-4	-1	-5
Cc1cc(C)c(NC(=O)CCC(=O)N2Cc3ccccc3Oc3ncccc32)c(C)c1	-0.2%	2	x	10	-13	x	0	-6	4
COc1ccc2c(c1)c(N1CCCC1=O)c(C(=O)Nc1ccccc1C(F)(F)F)n2C	0.0%	-3	x	1	x	-0.1	1	x	-11
CCOCCCNC(=S)Nc1ccc(Br)cc1Cl	-2.3%	-1	1	1	3	-1.2	5	-12	-5
COc1cc(C(=O)Nc2sc(C)c(C)c2C(=O)O)cc(OC)c1OC	-2.7%	-4	-4	2	2	0.5	1	-21	-16
Cc1ccc(S(=O)(=O)/N=C(\CSC(N)=O)Nc2ccccc2)cc1	0.0%	-7	8	3	-10	0.6	1	9	-7
CC(C)CNC(=O)CCCc1c[nH]c2ccccc12	1.4%	-15	-2	3	5	-0.4	1	-5	-11
OC1(c2ccccc2Cl)NN=C2CCCCCN21 (configuration not stated)	0.0%	-6	3	1	-6	0.7	1	11	-15
COc1ccc(C(=O)N2CCCC(C(=O)N3CCN(c4ccccc4)CC3)C2)cc1 (configuration not stated)	2.0%	3	8	-1	7	-0.3	0	-11	-8
CC(Sc1cnccn1)C(=O)O (configuration not stated)	0.7%	4	23	6	4	0.6	1	-6	-5
CCOc1ccccc1C(=O)Nc1nnc(COC)s1	0.0%&0.8%	-5&0	10	4&16	-3&15	-0.3&-0.7	0&7	6&6	-27&3
CC(C)CCN1CCN(Cc2ccc(C#CCCO)cc2)CC1CCO (configuration not stated)	-2.0%	-6	-15	-1	-5	-0.6	0	1	1
Cc1ccc(NC(=O)C2CCC(CNS(=O)(=O)c3cccc4nsnc34)CC2)c(C)c1 (configuration not stated)	2.1%	0	x	6	12	-0.4	0	-1	-5
COc1ccc(C(=O)NC2CCCc3ccccc32)cc1 (configuration not stated)	0.0%	-5	23	-5	-5	-0.5	0	-6	-12
COCCCNC(=O)CSc1nc2c(sc3ccccc32)c(=O)n1CCCC(=O)NCCOC	4.5%	4	x	-2	8	6.5	2	20	-5
(listing goes on)
SMILES	RXFP1 ag	D1 PAM	D2 antagonist	TRHR PAM	D2 potentiator	D2 agonist	D1 ag	RXFP1 antag	D1 antagonist
Cc1ccc(C(=O)N2c3ccccc3NC(=O)C2C)cc1 (configuration not stated)	-2.3%	-1	1	7	1	-0.5	3	-8	-1
COc1cc2c(cc1OC)CN(CC(=O)NC(=O)NCc1ccccc1)CC2	-3.5%	4	0	-1	25	1.8	3	3	-16
CC(C)(C)c1ccc(C(=O)N2CCCN(c3ccc([N+](=O)[O-])cn3)CC2)cc1	3.4%	-3	1	-4	-6	0.4	11	-6	-23
O=C(CSC1=NS(=O)(=O)c2cc(Cl)ccc2N1)c1ccc(Cl)cc1	0.8%	0	-1	4	8	-0.7	7	-8	-8
CCN(CC)C(=O)COc1ccc(Br)cc1Cl	-0.3%	0	x	-5	4	x	0	-10	-2
COc1ccc(CCN2C(=NC(=O)CCC(=O)O)SC3CS(=O)(=O)CC32)cc1 (configuration not stated)	2.6%	0	-10	3	-13	0.5	6	9	1
CCC(=O)N1c2ccc(S(=O)(=O)NCc3ccc(F)cc3)cc2CC1C (configuration not stated)	2.6%	-1	x	-9	-17	-0.4	14	x	-33*
COc1ccc(S(=O)(=O)NCC2CCC(C(=O)NCCCN3CCCC3=O)CC2)cc1 (configuration not stated)	-0.1%	-1	32*	3	15	0.0	2	20	-4
COc1cc(C2C(C(=O)OC(C)C)=C(C)Nc3[nH]c(=O)[nH]c(=O)c32)ccc1O (configuration not stated)	1.4%	0	-16	2	-23	0.1	1	-15	-6
COc1ccc(C(=O)NCC(=O)N2CCCC(C(F)(F)F)C2)cc1OC (configuration not stated)	0.0%	-5	-9	3	-1	0.6	3	-1	-13
O=C(NCc1cccnc1)C1CC(=O)N(CCc2ccccc2)C1 (configuration not stated)	1.3%	x	17	-1	12	0.0	3	x	7
CS(=O)(=O)N1CCCC(C(=O)NCc2ccccc2Cl)C1 (configuration not stated)	4.1%	-4	-7	6	-5	-0.5	3	3	-9
CS(=O)(=O)N(Cc1ccc(C(=O)N2CCc3ccccc3C2)cc1)c1ccccc1	-0.9%	-3	17	7	-5	-0.9	9	-6	23
Nc1ccc(Oc2ccc3c(c2)C(=O)NC3=O)cc1	1.4%	-2	-8	12	4	-1.4	2	21	-16
Cc1[nH]c2ccccc2c1C(=O)CSc1n[nH]c(N)n1	0.1%	-2	17	6	9	0.3	2	-18	-3
O=C(COc1ccc(C(=O)NCCN2CCOCC2)cc1)Nc1cccc(C(F)(F)F)c1	-1.5%	-1	-4	7	-7	0.5	3	3	2
COc1ccc(S(=O)(=O)Nc2nc(C(F)(F)F)cs2)cc1	0.0%	-3	-15	23	6	0.3	2	-20	13
CCN(CC)CCN1CNC(=S)N(c2ccccc2OC)C1	0.5%	-1	5	3	-4	0.6	4	9	-4
CCCc1cc(=O)[nH]c(SCC(=O)N2CCOCC2)n1	0.9%	0	-1	0	-2	1.0	2	-3	1
COc1ccc(C)cc1NC(=O)CC(O)(C(F)(F)F)C(F)(F)F	1.0%	-6	13	-7	-10	0.2	0	4	-7
COc1cccc(C(=O)NNC(=O)c2ccccc2-n2cccc2)c1	1.4%	1	-14	-3	6	2.1	5	-15	-8
CCCCNC(=O)c1cc([N+](=O)[O-])[nH]n1	-0.7%	11	-5	-2	16	-1.3	3	-13	10
CCN1C(=NCCOC)N[C@@H](c2ccccc2)[C@H](C(=O)OC)[C@H]1C	-1.5%	-8	x	-8	x	x	1	x	-1
Cc1cc(=O)n(C)c2ccccc12	2.2%	-2	-15	-6	3	0.2	2	-6	11
CCCn1cnnc1CNC(=O)C1CCC(=O)N(CCCc2ccccc2)C1 (configuration not stated)	2.8%	-6	-6	-1	3	0.1	3	-11	0
O=C(O)c1cc(NC(=O)c2ccc(Cl)c([N+](=O)[O-])c2)cc(C(=O)O)c1	-0.6%	-7	1	-3	7	-0.9	-3	-3	-27
CN1CCC(=O)N([C@H](COc2ccccc2)Cc2ccccc2)CC1	0.2%	-4	-8	-7	1	0.4	3	x	7
COc1ccc(-c2noc(CSc3nnc(Cc4ccccc4)n3-c3ccc(F)cc3)n2)cc1	0.0%	5	x	9	8	1.9	17	x	2
O=C(NCCS(=O)(=O)N1CCN(c2ccccc2F)CC1)c1ccc(F)c(F)c1	0.4%	-12	-11	-3	-8	-0.9	0	-5	-33*

14 consecutive compounds out of the list so far:
SMILES	RXFP1 ag	D1 PAM	D2 antagonist	TRHR PAM	D2 potentiator	D2 agonist	D1 ag	RXFP1 antag	D1 antagonist
CCCOC(=O)C1=C(C)N(C)C(=O)NC1c1cc2c(cc1Br)OCO2 (configuration not stated)	3.9%	-1	19	-5	0	-2.8	-4	-1	-5
Cc1cc(C)c(NC(=O)CCC(=O)N2Cc3ccccc3Oc3ncccc32)c(C)c1	-0.2%	2	x	10	-13	x	0	-6	4
COc1ccc2c(c1)c(N1CCCC1=O)c(C(=O)Nc1ccccc1C(F)(F)F)n2C	0.0%	-3	x	1	x	-0.1	1	x	-11
CCOCCCNC(=S)Nc1ccc(Br)cc1Cl	-2.3%	-1	1	1	3	-1.2	5	-12	-5
COc1cc(C(=O)Nc2sc(C)c(C)c2C(=O)O)cc(OC)c1OC	-2.7%	-4	-4	2	2	0.5	1	-21	-16
Cc1ccc(S(=O)(=O)/N=C(\CSC(N)=O)Nc2ccccc2)cc1	0.0%	-7	8	3	-10	0.6	1	9	-7
CC(C)CNC(=O)CCCc1c[nH]c2ccccc12	1.4%	-15	-2	3	5	-0.4	1	-5	-11
OC1(c2ccccc2Cl)NN=C2CCCCCN21 (configuration not stated)	0.0%	-6	3	1	-6	0.7	1	11	-15
COc1ccc(C(=O)N2CCCC(C(=O)N3CCN(c4ccccc4)CC3)C2)cc1 (configuration not stated)	2.0%	3	8	-1	7	-0.3	0	-11	-8
CC(Sc1cnccn1)C(=O)O (configuration not stated)	0.7%	4	23	6	4	0.6	1	-6	-5
CCOc1ccccc1C(=O)Nc1nnc(COC)s1	0.0%&0.8%	-5&0	10	4&16	-3&15	-0.3&-0.7	0&7	6&6	-27&3
CC(C)CCN1CCN(Cc2ccc(C#CCCO)cc2)CC1CCO (configuration not stated)	-2.0%	-6	-15	-1	-5	-0.6	0	1	1
Cc1ccc(NC(=O)C2CCC(CNS(=O)(=O)c3cccc4nsnc34)CC2)c(C)c1 (configuration not stated)	2.1%	0	x	6	12	-0.4	0	-1	-5
COc1ccc(C(=O)NC2CCCc3ccccc32)cc1 (configuration not stated)	0.0%	-5	23	-5	-5	-0.5	0	-6	-12
